Source: PubChem (Broad Institute)
Cneo AK release: causes C. neoformans cell lysis. adenylate kinase release luminescence, 4 h; normalised: neutral wells 0, clomiphene wells 100. lysis activity, % at 15 µM. hit rate 0.2% among 360,000;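 active means mean lysis activity across replicates of at least 80%, whatever share of replicates individually reach that level; inactive means mean lysis activity below 80%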
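Assay system: C. neoformans cells. Amount: yeast cell density of 5 × 10^6 cells/mL. Technique: AK luminescence. Buffer or medium: YPD. Times: static 4 h at 37 °C with compound, 1 h detection. Dosing: single-point compound dose. Read-out: lysis from increased AK signal.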
ARNT-TACC3 inh: ARNT/TACC3 interaction disruption; AlphaScreen His-ARNT PAS-B/GST-TACC3 binding, luminescence; TACC3 fragment carries E629A point mutation; AID 623870; Q9Y6A5; hit rate 0.66% among 390,000; inhibition, % at 9.99 µM;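 active means mean inhibition of replicates at least 50% and at least half of replicates each reaching 50%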;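 further: 0% = complete ARNT plus TACC3 wells and 100% = ARNT alone without TACC3; many hits fall short of the cut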
Statin myotox sup: suppressors of simvastatin-induced myotoxicity in C2C12 myotubes; ATP luminescence, 48 h; scaled: DMSO 0, geranylgeraniol control 100; rescue of ATP level, % at 7.49 µM; hit rate 0.78% among 330,000; AID 602340;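 active means mean ATP rescue above about 67%, or every replicate alone reaching that limit, limit read from the data, passing the limit was not always enough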;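 further: myotubes were challenged with 10 µM simvastatin during compound exposure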
ERp5 inh: inhibitors of human ERp5; ERp5 insulin aggregation, absorbance 650 nm, 90 min; Q15084; hit rate 0.05% among 350,000; inhibition, % at 9.99 µM;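 active means mean replicate inhibition above about 25%, with every replicate also reaching it, limit read from the data, passing the limit was not always enough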
Target sequence (Q15084 whole entry, looked up): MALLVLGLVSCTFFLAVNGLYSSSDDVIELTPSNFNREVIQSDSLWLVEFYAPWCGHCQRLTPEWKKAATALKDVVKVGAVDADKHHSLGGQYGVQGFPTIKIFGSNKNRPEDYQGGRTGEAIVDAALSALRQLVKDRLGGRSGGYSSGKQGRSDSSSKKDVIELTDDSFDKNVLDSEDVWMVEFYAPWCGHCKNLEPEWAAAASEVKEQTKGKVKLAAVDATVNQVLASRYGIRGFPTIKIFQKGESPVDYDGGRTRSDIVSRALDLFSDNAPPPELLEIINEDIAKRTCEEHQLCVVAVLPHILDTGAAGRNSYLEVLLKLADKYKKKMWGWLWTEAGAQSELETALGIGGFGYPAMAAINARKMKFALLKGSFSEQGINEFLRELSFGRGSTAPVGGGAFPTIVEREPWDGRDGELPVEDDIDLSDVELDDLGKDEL
esBAF inh: inhibitors of esBAF chromatin remodeling in mouse ES cells | Bmi1-luciferase knock-in reporter, 24 h; 100% = twice the neutral-well signal | reporter increase, % at 12.5 µM | hit rate 2% among 350,000 | AID 602393; in the data active means activation above about 40%;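 further: 0% = median of the plate's neutral control wells and 100% = double that signal; a rise in the Bmi1 reporter signal indicates esBAF inhibition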
SIRT5 block: sirtuin-5 (human) deacylase inhibition | AID 652115 | hit rate 1.1% among 330,000 | Purified SirT5, succinyl-peptide AMC, trypsin-coupled fluorescence | inhibition, % at 15 µM; in the data active means inhibition above about 15%
Target sequence (Q9NXA8 whole entry, looked up): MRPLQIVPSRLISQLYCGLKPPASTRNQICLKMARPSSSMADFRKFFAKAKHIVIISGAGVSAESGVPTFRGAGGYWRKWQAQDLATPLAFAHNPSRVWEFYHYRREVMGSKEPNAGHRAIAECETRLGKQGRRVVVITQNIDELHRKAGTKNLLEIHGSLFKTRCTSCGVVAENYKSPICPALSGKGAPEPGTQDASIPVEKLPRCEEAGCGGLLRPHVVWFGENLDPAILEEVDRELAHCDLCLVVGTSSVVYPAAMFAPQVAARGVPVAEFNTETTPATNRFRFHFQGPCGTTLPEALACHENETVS
miR-122 sensor: miR-122 inhibition in Huh7 cells | Huh7 miR-122 Renilla luciferase sensor, 48 h; neutral wells = 0, positive control = 100 | activation (reporter increase), % at 12.5 µM | hit rate 0.3% among 340,000 | AID 602342;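 active means mean replicate activation score at least 90 and every replicate individually at or above 90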;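 further: higher luciferase means less miR-122 activity so hits act as miR-122 inhibitors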
Numbers without * were called inactive; x = not tested or not shown; & = joins results of further samples; [ ] = another dose, or the depositor's remark. Rows are unselected; any-hit rate near 4%.

no.	compound	Cneo AK release	ARNT-TACC3 inh	Statin myotox sup	ERp5 inh	esBAF inh	SIRT5 block	miR-122 sensor
1	C[C@@H]1CN([C@@H](C)CO)C(=O)c2cc(C#Cc3cccnc3)cnc2O[C@@H]1CN(C)C(=O)CN(C)C	57	11	14	-2	-1	3	-8[16.7 µM]
2	Cc1ccc(S(=O)(=O)N2CC(O)C[C@H]2C(=O)OCC(=O)Nc2ccc(N3CCOCC3)cc2)cc1C (stereo partly drawn)	-1	-2	-7	-3	3	-1	-5
3	CC(=O)N1CCc2cc(S(=O)(=O)NCCC(=O)N3CCN(Cc4ccccc4)CC3)ccc21	8	16	x	x	-16	x	-3
4	c1ccc(Cn2nnc3c(N4CCc5ccccc5C4)ncnc32)cc1	-2	-4	38	x	-4	x	1
5	Cc1ccccc1CC(=O)N1CCC(CCC(=O)NC2CC2)CC1	-2	x	-2	-1	-7	0	-3
6	CCCCN(C(=O)c1cccc(-n2cccc2)c1)c1c(N)n(Cc2ccccc2)c(=O)[nH]c1=O	-3	4	-9	6	7	0	x
7	Cc1c(C(=O)/C=C/c2cccs2)oc2ccc(F)cc12	-7	-4	36	x	63*	x	1
8	CCSc1ncc(Cl)c(C(=O)Nc2ccccc2Cl)n1	0	-2	7	-4	-3	-3	x
9	O=C(C[C@@H]1CC[C@@H]2[C@H](COC[C@@H](O)CN2C(=O)c2cnccn2)O1)NCc1ccccc1	-3	-6	-1	-1	3	-4	4[16.7 µM]
10	O=C1SC(SCc2ccccc2)=N/C1=C\c1ccco1	2	11	18	x	5	x	2
11	O=C(CSc1nnc(COc2ccc(F)cc2)o1)N1c2ccccc2CCc2ccccc21	-1	-11	13	x	8	x	3
12	COc1cc2c3nnc(-c4ccc(F)cc4)c-3cn(Cc3cccc(C)c3)c2cc1OC	-1	-6	0	0	-5	x	-17
13	Nc1ccccc1O	-1	x	-4	x	15	x	3
14	COc1ccccc1C(=O)COC(=O)C(NC(=O)Cc1ccccc1)C(C)C (stereo not drawn)	-6	-4	0	3	9	-2	5
15	CCOC(=O)CSc1nnc(-c2ccco2)n1C	-3	-15	20	x	2	x	1
16	Cc1ccc(S(=O)(=O)N(C)C[C@H]2OCCCC[C@@H](C)Oc3ccc(NS(=O)(=O)c4c(C)noc4C)cc3C(=O)N([C@@H](C)CO)C[C@@H]2C)cc1	-4	-7	x	1	2	17*	5[16.7 µM]
17	COc1ccc(OCc2cc(C(=O)NC(C)Cc3cccnc3)no2)c(Cl)c1 (stereo not drawn)	-5	0	14	-9	20	-3	1
18	Cc1ccc(O)c(CNCCNCc2cc(C)ccc2O)c1	3	14	-9	12	-10	-2	5
19	CC(NC(=O)c1ccco1)C(=O)NC(C)c1cc(F)c(Cl)cc1Cl (stereo not drawn)	-1	-3	2	3	6	-2	x
20	CCOC(=O)CC(NC(=O)C1c2ccccc2Oc2ccccc21)c1ccc(C)cc1 (stereo not drawn)	4	-5	x	x	x	x	22
21	CC(C)C(=O)Nc1ccc2c(c1)C(=O)N(C)[C@@H]1CC[C@H](CC(=O)NCc3cccc(F)c3)O[C@@H]1CO2	-4	-7	-13	x	-2	x	-10[16.7 µM]
22	O=C(Cc1ccccn1)NCC[C@H]1CC[C@H](NS(=O)(=O)c2ccccc2)[C@H](CO)O1	-1	5	-2	2	-4	16*	x
23	CC(=O)N1CC[C@@H]2[C@H]1c1cc(-c3ccc(C#N)cc3)ccc1N(C)[C@@H]2CO	23	-11	-10	2	-6	-24	3[16.7 µM]
24	COc1ccc(Nc2nc(N)nc(CSc3n[nH]c(-c4ccccc4)n3)n2)cc1	-1	22	8	x	-21	x	11
25	COc1ccccc1C#Cc1cnc2c(c1)C(=O)N([C@@H](C)CO)C[C@H](C)[C@@H](CN(C)C)O2	-3	6	4	15	-1	31*	-2[16.7 µM]
26	C=CCN1C(=O)C(O)(CC(=O)c2ccc(OC)cc2OC)c2cc(Br)ccc21 (stereo not drawn)	0	-6	x	x	2	x	9
27	CCC(=O)c1c[nH]c(C(=O)NCc2cccnc2)c1	x	-20	x	-1	x	1	x
28	COc1ccccc1NC(=O)N(C)C[C@@H]1OCc2cn(nn2)CCCC(=O)N([C@H](C)CO)C[C@H]1C	3&-4	-7	3&10&1	5&-7	3&-1&-1	-4&-6	-6
29	O=C1CC(N2CCc3ccccc32)C(=O)N1c1ccc(F)cc1 (stereo not drawn)	-1	-2	4	-2	25	-2	-2
30	Cc1ccc(CS(=O)Cc2ccc(C(=O)N3CCN(c4ccccn4)CC3)o2)cc1 (stereo not drawn)	2	2	-29	x	1	0	x

Additional records follow:
Sequence of screens – Cneo AK release | ARNT-TACC3 inh | Statin myotox sup | ERp5 inh | esBAF inh | SIRT5 block | miR-122 sensor
[31] CCOC(=O)C1CCCN(C(=O)C(=O)Nc2ccc3nc4n(c(=O)c3c2)CCCCC4)C1 (stereo not drawn)
  1 | 12 | 12 | 3 | 6 | 5 | -4
[32] CC(N)c1csc(NC(=O)Nc2cccc(C(F)(F)F)c2)n1 (stereo not drawn)
  0 | x | -5 | -2 | -2 | -1 | x
[33] O=C(C[C@H]1C[C@H]2c3cc(NC(=O)Nc4ccccc4F)ccc3O[C@H]2[C@@H](CO)O1)NCC(F)(F)F
  1 | -8 | 0 | -6 | -1 | 0 | -5[16.7 µM]
[34] O=c1c2ccccc2nc(-c2ccc(Cl)cc2Cl)n1CCCn1ccnc1
  -1 | 14 | 100* | x | -4 | x | 58
[35] COc1cccc(C2=NOC(C(=O)NCc3ccco3)C2)c1 (stereo not drawn)
  2 | -9 | -2 | x | -2 | x | 2
[36] COc1ccc(NC(=O)N(CCCN(C)C)Cc2cc3cc(OC)ccc3[nH]c2=O)cc1
  0 | -1 | -1 | x | 9 | x | -1
[37] COc1ccc(/C=N/NC(=O)c2nnn(-c3nonc3N)c2CN(C)C2CCCCC2)cc1
  x | -7 | x | -6 | x | -8 | x
[38] Cc1ccc(NC(=O)C2CCN(S(=O)(=O)c3cccs3)CC2)c(O)c1
  8 | 24 | -8 | -6 | 3 | -11 | x
[39] Cc1cc(Cl)c(OCCn2ccnc2)c(Br)c1
  0 | -1 | -51 | 1 | 8 | -2 | -1
[40] N#Cc1ccccc1OCC(=O)OCCCOC(=O)COc1ccccc1C#N
  -1 | -1 | 1 | 2 | 2 | 1 | -4
[41] COc1cc(C(=O)NCCCNc2nc3cc(C)cc(C)c3cc2C#N)cc(OC)c1OC
  -14 | -3 | -14 | x | -5 | x | 11
[42] CN1C(=O)c2cc(NC(=O)c3ccc(F)cc3)ccc2OC[C@H]2O[C@@H](CC(=O)NCC3CC3)CC[C@H]21
  -7 | -15 | -15 | -1 | 2 | -7 | -6[16.7 µM]
[43] C[C@H](CO)N1C[C@H](C)[C@@H](CN(C)C(=O)c2cnccn2)Oc2ncc(-c3cccc(C#N)c3)cc2C1=O
  -1 | 2 | 5 | 2 | 0 | x | x
[44] NCCNC(=O)c1c(O)c2cccc3c2n(c1=O)CCC3
  7 | 2 | -3 | 6 | 0 | -2 | 0
[45] O=C(NCC(F)(F)F)[C@@H]1[C@@H](CO)[C@@H]2Cn3c(cccc3=O)[C@@H]2N1C(=O)c1ccccc1F
  4 | -11 | -5 | 1 | -2 | 0 | x
[46] O=C1c2ccccc2C(=O)N1CCCn1nnc(-c2ccc(N3CCOCC3)cc2)n1
  3 | -5 | 2 | x | -15 | x | -2
[47] C[C@H]1CN([C@@H](C)CO)C(=O)Cc2cc(NC(=O)CCCCCC(=O)Nc3ccccc3N)ccc2O[C@@H]1CN(C)Cc1ccc(-c2ccccc2)cc1
  -1 | -6 | 133* | 1 | 36 | -2 | -6[16.7 µM]
[48] COc1ccc(/C(O)=C2/C(=O)C(=O)N(CCN(C)C)C2c2cccnc2)cc1C (stereo not drawn)
  x | 5 | x | 11 | x | 2 | x
[49] CCOC(=O)c1c(NC(=O)c2ccncc2)sc(C)c1C
  x | 13 | x | -12 | x | -3 | x
[50] O=C(Nc1cccc(Cl)c1)c1cc(F)cc2c1OCOC2
  x | -4 | -2 | x | 12 | -8 | x

Filtered by structure, those above with a CF3 group
Sequence of screens – Cneo AK release | ARNT-TACC3 inh | Statin myotox sup | ERp5 inh | esBAF inh | SIRT5 block | miR-122 sensor
[32] CC(N)c1csc(NC(=O)Nc2cccc(C(F)(F)F)c2)n1 (stereo not drawn)
  0 | x | -5 | -2 | -2 | -1 | x
[33] O=C(C[C@H]1C[C@H]2c3cc(NC(=O)Nc4ccccc4F)ccc3O[C@H]2[C@@H](CO)O1)NCC(F)(F)F
  1 | -8 | 0 | -6 | -1 | 0 | -5[16.7 µM]
[45] O=C(NCC(F)(F)F)[C@@H]1[C@@H](CO)[C@@H]2Cn3c(cccc3=O)[C@@H]2N1C(=O)c1ccccc1F
  4 | -11 | -5 | 1 | -2 | 0 | x

Next section
Sequence of screens – Cneo AK release | ARNT-TACC3 inh | Statin myotox sup | ERp5 inh | esBAF inh | SIRT5 block | miR-122 sensor
[51] N/C(=N\S(=O)(=O)c1cc(C(F)(F)F)cc(C(F)(F)F)c1)c1ccccc1
  1 | -12 | 4 | -7 | 3 | 5 | 55
[52] COc1ccc(NC(=O)C23CCC(C2)C(C)(C)C3=O)cc1 (stereo not drawn)
  -2 | -5 | 12 | x | -1 | x | 2
[53] COc1cc(C(=O)Nc2cc(C(F)(F)F)ccc2-n2cncn2)cc(OC)c1OC
  1 | x | 2 | 4 | 0 | x | 0
[54] C[C@@H]1CCCCO[C@@H](CN(C)C(=O)C2CCCCC2)[C@H](C)CN([C@@H](C)CO)C(=O)c2cc(NC(=O)NC3CCCCC3)ccc2O1
  0 | -3 | 9 | -1 | 6 | 3 | -16[16.7 µM]
[55] COc1cccc(NC(=O)C2C3C=CC(O3)C2C(=O)O)c1 (stereo not drawn)
  1 | -1 | -1 | 4 | 10 | 0 | -3
[56] CN1CCN(C(=O)c2cc3ccccc3[nH]2)CC1
  4 | 0 | 0 | 2 | -4 | -4 | -1
[57] COc1cc(/C=C/C(=O)O)cc(S(=O)(=O)Nc2cccc(SC)c2)c1OC
  -1 | 4 | 6 | 4 | 2 | 4 | 0
[58] NS(=O)(=O)c1cccc(NC(=O)CC2(CC(=O)O)CCCC2)c1
  x | -1 | 0 | 1 | -8 | -1 | -4
[59] Cc1ccc2c(c1)nnn2C1CCN(S(=O)(=O)c2cccc(S(=O)(=O)N(C)C)c2)CC1
  1 | -2 | -20 | x | -31 | x | -3
[60] C[C@H](CO)N1C[C@H](C)[C@H](CN(C)C(=O)Nc2ccc(F)cc2)Oc2ccc(NC(=O)CCC(F)(F)F)cc2C1=O
  54 | -6 | -8 | -1 | -1 | -4 | -1[16.7 µM]

Entries of single compounds as entered above:
Record of `COc1cc(C(=O)NCCCNc2nc3cc(C)cc(C)c3cc2C#N)cc(OC)c1OC` → Cneo AK release = -14; ARNT-TACC3 inh = -3; Statin myotox sup = -14; ERp5 inh = x; esBAF inh = -5; SIRT5 block = x; miR-122 sensor = 11
Record of `C[C@H]1CN([C@@H](C)CO)C(=O)Cc2cc(NC(=O)CCCCCC(=O)Nc3ccccc3N)ccc2O[C@@H]1CN(C)Cc1ccc(-c2ccccc2)cc1` → Cneo AK release = -1; ARNT-TACC3 inh = -6; Statin myotox sup = 133*; ERp5 inh = 1; esBAF inh = 36; SIRT5 block = -2; miR-122 sensor = -6[16.7 µM]
